Screening data as filed in PubChem BioAssay.
T cell HTS: T cell immune modulation candidate. 2C CD8+ T cell-vesicle binding, flow cytometry; stronger effect = lower value. calls only at 7 µM. 330,000 compounds, 0.068% hits. AID 2052;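 active = response, share of CD8 T cells binding vesicles, and their 90th percentile fluorescence all below set limits, cut at about 80% in these data, passing the limit was not always enough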
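material = purified 2C TCR transgenic mouse naive CD8+ T cells | controls = Unloaded micro-vesicles (low), QL9 vesicles with 0.7% DMSO (high) | detection = cytometric PE anti-B7-1 and Alexa647 anti-CD8 signals after 1% paraformaldehyde fixation | incubation = binding step 1.5 h, 37 °C, antibody labelling 20 min, ice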
b-catenin transl: beta-catenin nuclear translocation modulation | 190,000 compounds, 0.3% hits | nuclear translocation activity, % at 5 µM | HeLa beta-catenin nuclear translocation, immunofluorescence imaging;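 active = nuclear translocation activity above 50% at 5 µM, with a well cell count of 50 or more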;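 also: per-cell ratio of nuclear to cytoplasmic median beta-catenin stain intensity; plate controls were DMSO negative control for no effect and GSK-3 inhibitor IX positive control for full effect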
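Test system: human HeLa cell line; Doses: 5 µM primary, 0.02–20 µM confirmation; Incubation: 24 h compound exposure, 37°C; Detection: beta-catenin immunofluorescence imaging with DAPI; Read-out: beta-catenin nuclear/cytoplasmic ratio, % activation.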
MT stabilize HCS: microtubule stabilizers in HeLa cells. 200,000 compounds, 0.83% hits. HeLa tubulin immunostaining HCS, 24 h; share of cells brighter than vehicle mean+2SD. % tubulin-high responders, % at 10 µM;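 active = plate Z-score above 3 for both tubulin-high and condensed-nucleus cell shares, with cell loss under 80%, at 10 µM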;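 also: anti alpha tubulin signal scored within the nucleus-defined area of each cell; some results filed as inactive read as strong as hits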
Autophagy mod: autophagy modulation, high-content screen; MEF GFP-LC3 puncta imaging; test concentration mostly 10 µM; calls only at 10 µM (by protocol); 190,000 compounds, 0.98% hits; AID 463193;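 active = percentage of spot-positive cells more than 3 SD above its plate mean, without a fluorescence outlier flag or 80% toxicity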;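 also: spot-positive cell cutoff set from DMSO-treated cells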
WT yeast gro inh: growth inhibition of WT yeast, mitochondrial fusion screen. AID 1362. mitochondrial fusion phenotypic screen, WT strain. inhibition, % at 10 µM. 190,000 compounds, 2.1% hits; in the data active = inhibition above about 58%; tested in S. cerevisiae
Myeloid diff 2: compounds promoting myeloid differentiation | ER-HoxA9 myeloid progenitors, lysozyme-GFP differentiation, flow cytometry | calls only at 10 µM | 360,000 compounds, 1% hits | AID 624256;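 active = normalized GFP-positive differentiation at or above the plate's own cutoff, the solvent-only control mean plus 3 SD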;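 also: cells exposed to compound for four days before flow analysis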
West Nile antiviral: West Nile virus antiviral activity, cell-based, CPE readout (AID 1621); one-dose CPE inhibition, % at 10 µM; IC50 in µM for titrated hits; West Nile virus-infected cells, CPE inhibition; higher % means a stronger effect; 290,000 compounds, 0.02% hits; in the data active = a potency from the dose series; also: strong numbers were not always called active
Insulin prom up: MIN6 insulin promoter up-regulation | MIN6 insulin promoter-GFP reporter, high-content imaging; stronger effect = higher value | z-score at 5 µM | 190,000 compounds, 0.3% hits;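 active = z-score above 3 at 5 µM with at least 500 cells counted in the well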
Lipid droplet: hepatic lipid droplet formation modulation | 240,000 compounds, 0.4% hits | inhibition, % at 6.5 µM | AID 1656 | AML12 mouse hepatocytes, oleate lipid droplets, BODIPY imaging;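 active = lipid droplet intensity inhibited by at least 50%, with more than 500 cells counted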
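Assay system: AML12 hepatocytes (mouse); Probe or stimulus: oleic acid at 100 µM to induce lipid droplet formation; Dosing: compound at 6.5 µM only; Schedule: compound with oleate, overnight; Detection: fluorescence imaging, 20x objective, two fields per well; Measure: % inhibition of lipid droplet signal.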
WT yeast gro inh mutant strain: second read-out of WT yeast gro inh, no call of its own (marks repeat the call); inhibition, %; mitochondrial fusion phenotypic screen, mutant strain inhibition
Insulin prom up cell count: also measured in Insulin prom up; calls as there; cell count; measured here: cytotoxicity, nuclei count;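 total cells summed across four imaged fields per well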
Lipid droplet cells 6.5 µM: further read-out of Lipid droplet, marked with its call; cell count; measured here: cell count, cytotoxicity flag;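 cells counted across two imaged fields per well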
b-catenin transl cell count 5 µM: further read-out of b-catenin transl, marked with its call; cell count; measured here: cell count, cytotoxicity flag
T cell HTS vesicle-bound %: second read-out of T cell HTS, no call of its own (marks repeat the call); double positive events, %; measured here: CD8+ vesicle-bound cell fraction;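 binding gate set so that unloaded-vesicle control wells show 10% double positive cells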
MT stabilize HCS Hoechst-high %: second read-out of MT stabilize HCS, no call of its own (marks repeat the call); % Hoechst-high responders; measured here: nuclear condensation Hoechst responders;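 share of cells brighter than vehicle mean plus two SD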
MT stabilize HCS cytotoxicity %: recorded beside MT stabilize HCS, whose call it bears; toxicity, %; measured here: cytotoxicity by cell density;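 0% = mean cell density of plate MIN control wells and 100% = no cells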
Autophagy mod cell loss 18 h: recorded beside Autophagy mod, whose call it bears; toxicity, %; measured here: cell loss, nuclei count;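 cell loss after 18 h compound exposure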
Myeloid diff 2 GFP+ MAC1+ %: also measured in Myeloid diff 2; calls as there; GFP+ MAC1+ double positive, %; measured here: differentiation confirmed by MAC1 staining
Numbers without * were called inactive; i = inactive; x = no result given.

SMILES | T cell HTS | T cell HTS vesicle-bound % | b-catenin transl | b-catenin transl cell count 5 µM | MT stabilize HCS | MT stabilize HCS Hoechst-high % | MT stabilize HCS cytotoxicity % | Autophagy mod | Autophagy mod cell loss 18 h | WT yeast gro inh | WT yeast gro inh mutant strain | Myeloid diff 2 | Myeloid diff 2 GFP+ MAC1+ % | West Nile antiviral | Insulin prom up | Insulin prom up cell count | Lipid droplet | Lipid droplet cells 6.5 µM
COC(=O)c1cc(=O)n(Cc2ccccc2)c(=NCc2ccccc2)s1 | i | 47.8 | -0.1 | 1038 | 1.3 | 0.8 | 6.6 | i | -1.7 | -5.6 | -11.3 | x | x | -0.1% | -0.69 | 1163 | -8.1 | 707
Cc1[nH]c2ccccc2c1C(O)CN1CCN(c2cccc(C(F)(F)F)c2)CC1 (stereo unspecified) | i | 57.7 | 2.9 | 1403 | 13.0 | 2.4 | 8.3 | i | -5.3 | 21.2 | -3.7 | i | 0.4 | 0.2% | 0.07 | 1057 | x | x
Cc1ccc(NC(=O)CN(C)C(=O)c2ccc(Cl)c([N+](=O)[O-])c2)cc1 | i | 31.3 | 0.6 | 1126 | 6.1 | 2.3 | 5.4 | i | 1.2 | 6.5 | -8.3 | i | 0.8 | -0.9% | 1.44 | 1191 | -0.7 | 707
COc1ccc(CSc2ncnc3sccc23)cc1F | i | 18.4 | 0.9 | 1086 | 5.4 | 2.5 | 1.5 | i | 29.1 | 31.0 | 19.6 | i | 0.0 | -0.1% | x | x | 0.0 | 696
CSc1ccc(C(C(C(=O)c2cccs2)N2CCOCC2)N2CCOCC2)cc1 (stereo unspecified) | i | 20.2 | -2.9 | 1429 | 1.4 | 1.7 | 11.9 | x | x | -22.0 | -5.0 | i | 1.0 | 0.2% | -0.3 | 1474 | x | x
Cc1ccsc1C(=O)OCC(=O)Nc1c(C)n(C)n(-c2ccccc2)c1=O | i | 10.5 | -0.6 | 1098 | 3.7 | 2.2 | 3.6 | i | 30.0 | 0.5 | 6.7 | i | 0.3 | -0.2% | -0.2 | 1392 | 10.5 | 640
O=C(Nc1ccc2nc(-c3cccnc3)[nH]c2c1)C12CC3CC(CC(C3)C1)C2 | i | 53.8 | x | x | 2.5 | 3.6 | 7.6 | i | 10.2 | -13.0 | -12.6 | i | 0.4 | 1.0% | x | x | 3.8 | 724
COc1ccc(-c2nn(-c3ccccc3)cc2C=O)cc1[N+](=O)[O-] | i | 57.4 | x | x | x | x | x | x | x | x | x | i | 0.0 | -0.6% | x | x | 8.5 | 833
COCCn1c(N)c(N(Cc2ccccc2)C(=O)C2CCCC2)c(=O)[nH]c1=O | i | 38.2 | x | x | 1.3 | 2.9 | 2.5 | i | -3.7 | -4.8 | -6.2 | i | 0.4 | 0.0% | 0.19 | 1176 | -1.8 | 742
NS(=O)(=O)c1ccc(Sc2ccccn2)c([N+](=O)[O-])c1 | i | 24.3 | 0.6 | 1327 | x | x | x | x | x | x | x | i | 0.4 | -0.3% | -0.24 | 1177 | 6.1 | 616
OCC1(Cc2cccc(Cl)c2)CCCN(Cc2ccc(F)c(F)c2)C1 (stereo unspecified) | i | 39.1 | x | x | x | x | x | x | x | x | x | i | 0.8 | 0.0% | x | x | -23.2 | 764
COc1cccc(N2CCN(Cc3nc(N)nc(N4CCCc5ccccc54)n3)CC2)c1 | i | 31.6 | -1.0 | 1190 | 3.3 | 1.1 | 53.1 | i | -1.0 | 24.9 | 29.4 | i | 0.6 | 0.3% | -0.26 | 1225 | -7.4 | 746
CCCC[C@@H]1CNC(=O)C(=O)N1CCCc1cc(OC)c(OC)c(OC)c1 | i | 31.2 | 0.0 | 1320 | x | x | x | x | x | x | x | i | 1.7 | 0.0% | 0.57 | 762 | 34.8 | 703
CC1(C)SCC(C(=O)O)NC1=O (stereo unspecified) | i | 24.2 | -3.7 | 1103 | 3.0 | 2.5 | 5.6 | i | -8.3 | -5.4 | -1.9 | i | 0.1 | 0.6% | 0.96 | 1226 | -26.7 | 676
O=C(NCCS(=O)(=O)N1CCN(c2cccc(Cl)c2)CC1)c1cc(=O)c2ccccc2o1 | i | 15.2 | x | x | x | x | x | x | x | x | x | i | 1.2 | -0.3% | x | x | -3.9 | 684
COc1ccc(CN2C(=O)c3cccnc3C2Nc2ccc(OC)c(Cl)c2)cc1 (stereo unspecified) | i | 23.5 | -0.3 | 1338 | 4.6 | 1.6 | 8.0 | i | -0.7 | 5.7 | 6.7 | i | 7.3 | -0.3% | -0.38 | 1561 | x | x
CC(=O)c1cccc(NC(=O)Nc2nc(C)cc(C)n2)c1 | i | 62.9 | x | x | x | x | x | x | x | x | x | i | 0.9 | 0.3% | x | x | -18.5 | 712
COc1ccc(CN2CC(C(=O)NCCN3CCOCC3)CC2=O)cc1 (stereo unspecified) | i | 50.4 | x | x | 2.7 | 1.4 | 5.1 | i | 3.9 | -22.2 | -16.2 | i | 1.4 | 0.2% | 1.02 | 1240 | 0.3 | 722
CCOc1cc(/C=C\c2nc(O)c([N+](=O)[O-])c(=O)[nH]2)ccc1OC(C)C | i | 20.3 | x | x | x | x | x | x | x | x | x | i | 0.4 | -0.2% | x | x | -1.3 | 843
CCCn1ncc(CN2CCN(Cc3ccc(C)o3)C(CCO)C2)c1C (stereo unspecified) | i | 38.4 | -0.9 | 1390 | x | x | x | x | x | x | x | i | 0.5 | -0.8% | -0.7 | 1084 | -2.0 | 751
CCC1(c2ccccc2)NC(=O)N(CC(=O)N(C)CC(=O)Nc2cccc(F)c2)C1=O (stereo unspecified) | i | 8.7 | x | x | x | x | x | x | x | x | x | i | 0.0 | -0.3% | x | x | 4.5 | 830
O=C(CN1C(=O)CSc2ccc(S(=O)(=O)N3CCCCC3)cc21)NCc1ccccc1 | i | 14.3 | x | x | x | x | x | x | x | x | x | i | 0.2 | 0.2% | x | x | -16.5 | 774
Cc1ccc(C(=O)CSc2nc3ccc(C(=O)NCCN4CCCCC4)cc3c(=O)[nH]2)cc1 | x | x | -3.2 | 1130 | x | x | x | x | x | x | x | i | 2.7 | -0.2% | x | x | 1.3 | 694
Cc1nc(NCc2ccco2)c(C#N)c2c1COC(C)(C)C2 | i | 41.6 | -3.5 | 994 | 4.0 | 2.9 | 14.1 | i | -0.4 | -9.1 | -8.1 | i | 2.9 | -0.2% | -0.5 | 1248 | x | x
CCCCCn1c(N)c(-c2nc3ccccc3s2)c2c([N+](=O)[O-])nn(C)c(=O)c21 | i | 12.1 | -3.5 | 1438 | 3.7 | 1.2 | 5.9 | i | 6.2 | 1.7 | -9.7 | i | 8.9 | -0.4% | -2.73 | 1118 | x | x
CCc1nc(C)c(-c2ccccc2)c(=O)[nH]1 | i | 32.3 | 2.1 | 1047 | 3.2 | 1.7 | 8.9 | i | 4.4 | -17.3 | -9.8 | i | 5.9 | -0.2% | 0.68 | 1026 | 5.9 | 755
O=C(NCc1ccccc1)N1CCCC1 | i | 59.6 | x | x | x | x | x | x | x | x | x | i | 0.8 | 0.0% | x | x | 20.5 | 843
CCCCNC(=O)c1ccc(/C=C2\Oc3ccccc3N(C)C2=O)cc1 | i | 41.1 | 0.4 | 998 | 3.1 | 1.7 | 5.2 | i | 1.2 | 0.3 | 1.6 | i | 0.0 | -0.9% | x | x | 3.2 | 736
COc1ccc(S(=O)(=O)N2CCC(C(=O)N3CCCC3)CC2)cc1Cl | i | 23.9 | x | x | 3.9 | 1.5 | 7.1 | i | -10.1 | 6.0 | 1.0 | i | 1.3 | -0.3% | x | x | -0.1 | 714
CCOC(=O)c1ccc(NC(=O)C(C)NS(=O)(=O)c2ccc(OC)cc2)cc1 (stereo unspecified) | i | 18.3 | -1.3 | 997 | 2.5 | 1.6 | 1.3 | i | 5.6 | -5.9 | -2.1 | i | 1.2 | 0.3% | 0.65 | 1272 | 2.8 | 729
C=CCN1C(=O)C(Cc2ccc(C)cc2)S/C1=N/N=C/c1ccco1 (stereo unspecified) | i | 31.9 | -0.8 | 1101 | 4.6 | 2.0 | 3.4 | i | 11.8 | -12.8 | 1.0 | x | x | -0.8% | -0.04 | 1785 | -10.1 | 566
O=C(N/N=C/c1ccc(O)cc1)/C(=C/c1ccccc1)CCO | i | 31.9 | -1.2 | 1084 | 6.1 | 2.1 | 6.0 | i | 8.7 | -5.1 | -3.5 | i | 0.6 | 0.2% | -0.23 | 1428 | -24.2 | 505
Cc1cc(NC(=O)CSc2nccn2-c2ccc([N+](=O)[O-])cc2)no1 | i | 38.8 | -4.0 | 1124 | 3.4 | 2.6 | 11.6 | i | -7.6 | -7.2 | -2.1 | i | 0.7 | 1.4% | 0.06 | 1612 | 4.9 | 675
CCC(C)(C)C(=O)Nc1ccc(OC)cc1[N+](=O)[O-] | x | x | -0.1 | 1359 | 0.3 | 2.2 | 6.8 | i | 28.1 | 7.9 | 14.6 | i | 7.7 | 0.4% | 0.13 | 1474 | x | x
C=C(Cl)COc1ccc2c(CC)cc(=O)oc2c1 | i | 27.3 | -0.3 | 1408 | 2.6 | 0.9 | 0.9 | i | 13.9 | 15.6 | 24.3 | i | 7.0 | 0.8% | -1.18 | 1355 | x | x
